Screening data from PubChem BioAssay.
Bcl-XL Bim block = inhibitors of Bim-Bcl-XL interaction, human; Bim peptide-Bcl-XL binding, bead flow cytometry, fluorescence; inhibition, % at 10 µM; 190,000 tested, 0.04% active; AID 1007
Target sequence (Q07817 whole entry, looked up): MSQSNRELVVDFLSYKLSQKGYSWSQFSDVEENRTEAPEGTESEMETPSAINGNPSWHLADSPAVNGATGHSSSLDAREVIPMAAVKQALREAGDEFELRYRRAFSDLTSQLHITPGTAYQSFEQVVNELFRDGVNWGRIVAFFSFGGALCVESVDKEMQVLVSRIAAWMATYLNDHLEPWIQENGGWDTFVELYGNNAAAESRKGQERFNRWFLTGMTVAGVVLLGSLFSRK
ABCG2 block = human ABCG2 inhibition, ABCB1 as counter-screen; IgMXP3 cells, JC-1 efflux, flow cytometry; inhibition, % at 6.6 µM; 190,000 tested, 0.1% active; AID 1325;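 active = inhibition above 80%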;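 note: 0% = DMSO and 100% = nicardipine control wells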
Target sequence (Q9UNQ0 whole entry, looked up): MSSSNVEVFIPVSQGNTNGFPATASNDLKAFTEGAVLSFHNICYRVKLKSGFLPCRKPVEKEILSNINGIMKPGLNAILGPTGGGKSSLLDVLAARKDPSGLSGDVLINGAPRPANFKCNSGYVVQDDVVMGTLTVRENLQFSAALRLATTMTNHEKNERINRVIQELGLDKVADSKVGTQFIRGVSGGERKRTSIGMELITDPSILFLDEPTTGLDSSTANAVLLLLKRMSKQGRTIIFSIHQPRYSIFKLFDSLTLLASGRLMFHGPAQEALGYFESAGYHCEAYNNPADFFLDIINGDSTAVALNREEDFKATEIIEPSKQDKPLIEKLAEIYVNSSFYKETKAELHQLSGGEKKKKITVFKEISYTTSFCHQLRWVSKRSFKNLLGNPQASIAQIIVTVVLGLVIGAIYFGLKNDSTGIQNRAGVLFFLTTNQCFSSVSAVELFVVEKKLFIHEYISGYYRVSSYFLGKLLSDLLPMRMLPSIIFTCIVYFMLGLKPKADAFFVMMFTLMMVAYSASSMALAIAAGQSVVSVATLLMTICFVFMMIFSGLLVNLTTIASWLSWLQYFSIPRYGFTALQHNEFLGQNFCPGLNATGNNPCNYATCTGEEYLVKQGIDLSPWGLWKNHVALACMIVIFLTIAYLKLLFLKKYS
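test system = two drug-resistant human cell lines, ABCG2 and ABCB1 | amount = 3 million cells/mL final, two lines in 1:1 ratio | reagent = JC-1 transporter substrate | doses = one concentration, 6.6 µM final | incubation = 10 min at 25 °C | signal = flow cytometric JC-1 green MFI at 530 nm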
RGS8-Gao reg = human RGS8-Galphao interaction regulation; AID 1423; P09471; response (percent of control binding), % at 10 µM; 220,000 tested, 0.34% active; multiplexed bead flow cytometry, RGS8-Galphao binding; actives lie on both sides; in the data active = response below about 60% or above about 140%; inactive = in between;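 note: Galphao activated as the GDP aluminium fluoride complex binding bead-coupled RGS8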
RGS7-Gao reg = human RGS7-Galphao interaction regulation. P09471. Multiplexed bead flow cytometry, RGS7-Galphao binding; actives lie on both sides. binding response (% of control), % at 10 µM. AID 1439. 220,000 tested, 0.35% active; in the data active = binding response below about 49% or above about 150%; inconclusive = no clear call, values can overlap the other calls; inactive = in between;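 note: fluorescent Galphao held in activated GDP-AlF4 state binding bead-coupled RGS7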
ABCB1 inh = human ABCB1 inhibition, ABCG2 as counter-screen; CCRF-Adr cells, JC-1 efflux, flow cytometry; inhibition, % at 6.6 µM; 190,000 tested, 0.067% active; in the data active = inhibition above about 40%;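 note: 0% = vehicle and 100% = reference inhibitor; higher value means more JC-1 retained so stronger ABCB1 efflux block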
Bim-Bcl-B = human Bim-Bcl-B interaction inhibition; inhibition, % at 10 µM; 190,000 tested, 0.073% active; Q9HD36; bead-based flow cytometry, Bim peptide-Bcl-B binding;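 note: 0% = tracer peptide without compound and 100% = reference inhibitor peptide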
GSH fluor = GSH bead compound fluorescence profile. GSH beads flow cytometry, compound fluorescence 488/530 nm; hits give high values. 190,000 tested, 0.25% active. fluorescence (KMESF) at 10 µM; in the data active = fluorescence above about 89;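 note: glutathione beads carrying GST-tagged Bcl family fusion proteins plus one bare bead set; values are compound well signal with DMSO vehicle wells as background; inactives centre near 16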
Bfl-1 Bim block = inhibitors of Bim-Bfl-1 interaction, human. Bead-based flow cytometry, Bim-Bfl-1 binding inhibition. inhibition, % at 10 µM. 190,000 tested, 0.12% active. AID 1008;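 note: 0% = wells without compound plus tracer and 100% = blocker peptide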
RGS4-Gao reg = modulates binding of RGS4 to human Galphao. P09471. Multiplexed bead flow cytometry; actives lie on both sides. binding response (% of control), % at 10 µM. 220,000 tested, 0.33% active. AID 1415; in the data active = binding response below about 49% or above about 150%; inactive = in between;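 note: fluorescent Galphao activated with aluminum fluoride binding bead-coupled RGS4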
Bcl-2 Bim block = inhibitors of Bim-Bcl-2 interaction, human; Bead-based flow cytometry, Bim peptide-Bcl-2 binding; 190,000 tested, 0.06% active; inhibition, % at 10 µM; P10415; in the data active = inhibition above about 40%; inconclusive = no clear call, values can overlap the other calls;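 note: 0% = no compound wells with probe peptide and 100% = reference peptide inhibitor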
Bcl-W Bim block = disrupts Bim peptide binding to human Bcl-W | Q92843 | bead-based flow cytometry | inhibition, % at 10 µM | 190,000 tested, 0.02% active;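 note: 0% = bound tracer without compound and 100% = peptide blocker; higher means less fluorescent Bim peptide bound to Bcl-W beads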
* marks the source's active call; other numbers are inactive results; ? = inconclusive; · = not tested or not shown. Cut-off read from the data, not from the text of the source, unless noted: active = inhibition above about 40%.

1. CC(C)n1c(N2CCN(CC(=O)NCc3cccs3)CC2)nc2ccccc21
2. Cc1ccc(-n2cnc(=O)c3cccnc32)cc1
3. CC1CCCN(Cc2nc3c(c(=O)n(C)c(=O)n3C)n2CC(N)=O)C1 (configuration not stated)
4. O=S(=O)(/N=C(\c1ccc(Cl)cc1)N1CCOCC1)c1ccccc1
5. Cc1ccc(-c2cn(-c3ccccc3)c(SCC(N)=O)n2)cc1C
6. O=C1c2ccccc2C(=O)c2c1cccc2N1CCCC1
7. Cc1ccc(C)c(NC(=O)CS(=O)(=O)c2cccc3nsnc23)c1
8. COc1ccccc1-c1nnc(NC(C)=O)s1

compound no.	1	2	3	4	5	6	7	8
Bcl-XL Bim block	8	-1	-2	-5	-12	-4	-3	-1
ABCG2 block	1	2	0	-1	35	6	1	6
RGS8-Gao reg	98	103	104	102	99	102	104	100
RGS7-Gao reg	100	97	101	101	101	100	?	99
ABCB1 inh	0.6	0.6	0.0	0.0	0.9	1.3	-0.1	0.0
Bim-Bcl-B	-8	-1	-6	-5	-10	1	-3	-3
GSH fluor	56	14	51	5	12	7	13	25
Bfl-1 Bim block	-5	-2	-9	0	-4	-1	-4	-5
RGS4-Gao reg	102	98	104	99	101	98	100	99
Bcl-2 Bim block	-5	-1	-5	-1	-6	-4	-4	-2
Bcl-W Bim block	3	-1	0	-1	-7	-1	-3	-1

9. Cc1cc(SCCOc2ccccc2)nc(N)n1
10. O=C1CC(N2CCN(c3ccccc3Cl)CC2)C(=O)N1c1cccc(F)c1 (configuration not stated)
11. O=C(Nc1ccc(Cl)c(S(=O)(=O)N2CCOCC2)c1)c1ccc2c(c1)OCCO2
12. CCOC(=O)c1c(C)n(C)c2cc(-c3ccc(C)cc3)c(O)cc12
13. CCC(C)c1ccc(NC(=S)NC(C)C2CCCO2)cc1 (configuration not stated)
14. COc1ccc(CNc2nc3c(c(=O)n(Cc4ccc(Cl)cc4)c(=O)n3C)n2C)cc1
15. Cc1c(N=C2N=C(NC(=O)Nc3ccc(Cl)cc3)c3ccccc32)c(=O)n(-c2ccccc2)n1C
16. CN(C(=O)CSc1ncc(C(F)(F)F)cc1Cl)c1c(N)n(Cc2ccccc2)c(=O)[nH]c1=O

compound no.	9	10	11	12	13	14	15	16
Bcl-XL Bim block	-1	-6	1	-9	-4	1	-5	-3
ABCG2 block	3	1	2	9	11	5	1	1
RGS8-Gao reg	104	99	98	97	98	101	108	102
RGS7-Gao reg	100	95	98	127	97	100	102	101
ABCB1 inh	0.2	0.3	0.6	-0.2	-0.7	1.0	0.0	0.5
Bim-Bcl-B	-2	-5	0	-26	0	-3	-5	-3
GSH fluor	13	23	12	13	24	10	17	6
Bfl-1 Bim block	-3	-5	-3	17	3	-2	0	-7
RGS4-Gao reg	100	99	100	98	94	101	99	103
Bcl-2 Bim block	0	-4	-3	-10	-3	-4	-3	-6
Bcl-W Bim block	0	-3	0	2	-5	0	-5	1

Full records as entered above:
`Cc1c(N=C2N=C(NC(=O)Nc3ccc(Cl)cc3)c3ccccc32)c(=O)n(-c2ccccc2)n1C` across the screens: Bcl-XL Bim block = -5; ABCG2 block = 1; RGS8-Gao reg = 108; RGS7-Gao reg = 102; ABCB1 inh = 0.0; Bim-Bcl-B = -5; GSH fluor = 17; Bfl-1 Bim block = 0; RGS4-Gao reg = 99; Bcl-2 Bim block = -3; Bcl-W Bim block = -5
`CN(C(=O)CSc1ncc(C(F)(F)F)cc1Cl)c1c(N)n(Cc2ccccc2)c(=O)[nH]c1=O` across the screens: Bcl-XL Bim block = -3; ABCG2 block = 1; RGS8-Gao reg = 102; RGS7-Gao reg = 101; ABCB1 inh = 0.5; Bim-Bcl-B = -3; GSH fluor = 6; Bfl-1 Bim block = -7; RGS4-Gao reg = 103; Bcl-2 Bim block = -6; Bcl-W Bim block = 1

(more compounds)
17. Cc1cc(N2CCCC2)nc2ccccc12
18. Cc1ccc(S(=O)(=O)N2CCC(C(=O)NCCc3ccc(S(N)(=O)=O)cc3)CC2)cc1
19. CCCCN(C)C1=Nc2cccc3cccc1c23
20. CN(C)C(=O)CN(C)S(=O)(=O)c1ccc(Cl)cc1
21. CCn1c(=O)c(C(C)=O)c(O)c2ccccc21
22. Cc1cc(C)nc(SCC(=O)Nc2ccc(S(=O)(=O)Nc3ncccn3)cc2)n1
23. CCOC(=O)C1=NNC2(c3ccc(Cl)cc3)C(=O)N(c3cc(C)cc(C)c3)C(=O)C12 (configuration not stated)
24. CC1(C)NC(=O)N(CCOCCOc2ccccc2-c2ccccc2)C1=O

compound no.	17	18	19	20	21	22	23	24
Bcl-XL Bim block	-1	-2	-4	-1	0	-3	-5	-1
ABCG2 block	3	0	2	4	5	2	5	2
RGS8-Gao reg	98	101	102	104	101	104	103	100
RGS7-Gao reg	104	100	102	103	99	100	107	104
ABCB1 inh	1.3	-0.3	0.1	0.5	1.6	0.4	1.7	0.9
Bim-Bcl-B	-2	-8	-9	1	-3	-12	-5	-4
GSH fluor	21	58	34	19	11	19	25	10
Bfl-1 Bim block	-3	-12	-8	-1	-7	-8	-6	-7
RGS4-Gao reg	100	101	103	104	101	102	105	104
Bcl-2 Bim block	-4	-8	-12	-2	-6	-4	-4	-9
Bcl-W Bim block	0	5	0	0	0	-6	0	0

25. CCCNc1nc(OC(C(F)(F)F)C(F)(F)F)nc(OC(C(F)(F)F)C(F)(F)F)n1
26. O=c1[nH]c(CN2CCOCC2)nc2ccccc12
27. O=C(N/N=C/C=C/c1ccco1)c1cccnc1
28. Cc1c2c(nc3c(C(=O)NC4CCCC4)cnn13)CCCC2
29. CCOC(=O)c1oc2ccccc2c1NC(=O)c1cccc(OC)c1OC
30. O=C(NC(=S)NC1C2CC3CC(C2)CC1C3)C12CC3CC(CC(C3)C1)C2 (configuration not stated)
31. CCCOc1ccc(/C=N/NC(=O)C(=O)Nc2ccccn2)cc1
32. COc1cc(SC)ccc1C(=O)Nc1ccon1

compound no.	25	26	27	28	29	30	31	32
Bcl-XL Bim block	-2	-4	1	-3	-5	11	-1	-8
ABCG2 block	0	0	2	11	5	3	-1	6
RGS8-Gao reg	99	95	88	99	102	110	101	100
RGS7-Gao reg	100	93	92	101	97	111	100	112
ABCB1 inh	0.0	0.1	0.2	1.3	1.4	0.0	-0.3	0.9
Bim-Bcl-B	-3	-4	0	-2	-7	10	-5	-14
GSH fluor	15	13	14	11	26	15	4	22
Bfl-1 Bim block	-15	-1	0	0	-13	10	0	-2
RGS4-Gao reg	102	94	82	103	103	108	100	99
Bcl-2 Bim block	-2	-2	1	0	-9	-1	0	-9
Bcl-W Bim block	1	0	-1	-2	-1	7	-2	0

33. COc1ccc([C@@H](C)NC(=O)CCc2nnc(-c3cc(C)on3)o2)cc1
34. CN(C)C(CNC(=O)c1ccc2c(c1)S(=O)(=O)c1ccccc1C2=O)c1ccco1 (configuration not stated)
35. Cc1ccc(C(=O)Cn2nnc3ccccc32)cc1
36. COc1ccccc1CNC(=O)c1ccc(S(=O)(=O)N2CCCC2)cc1
37. CN(Cc1ccc(F)cc1)C(=O)COc1ccccc1-c1ccccc1
38. CCCCS(=O)(=O)Nc1ccc(C)cn1
39. CCC(=O)Nc1ncc2c(n1)CC(c1ccco1)CC2=O (configuration not stated)
40. COc1ccc(/C=C/c2cc[n+](C(=O)Cc3ccccc3)cc2)cc1

compound no.	33	34	35	36	37	38	39	40
Bcl-XL Bim block	0	1	-5	4	0	-6	-5	0
ABCG2 block	1	31	6	13	12	17	2	1
RGS8-Gao reg	102	101	103	86	94	98	100	103
RGS7-Gao reg	106	100	100	99	96	117	106	?
ABCB1 inh	0.2	1.1	0.2	0.9	0.9	-0.7	0.6	0.4
Bim-Bcl-B	-2	-2	-7	0	2	-19	-4	-2
GSH fluor	14	12	12	31	13	7	13	12
Bfl-1 Bim block	-4	-6	-11	2	1	15	0	-1
RGS4-Gao reg	101	101	103	99	100	104	103	99
Bcl-2 Bim block	-5	0	-12	6	0	2	1	0
Bcl-W Bim block	-1	0	1	4	0	2	-3	2

Reformatted in markdown: entries from further up.
| entry | Compound | Bcl-XL Bim block | ABCG2 block | RGS8-Gao reg | RGS7-Gao reg | ABCB1 inh | Bim-Bcl-B | GSH fluor | Bfl-1 Bim block | RGS4-Gao reg | Bcl-2 Bim block | Bcl-W Bim block |
| --- | --- | --- | --- | --- | --- | --- | --- | --- | --- | --- | --- | --- |
| 35 | Cc1ccc(C(=O)Cn2nnc3ccccc32)cc1 | -5 | 6 | 103 | 100 | 0.2 | -7 | 12 | -11 | 103 | -12 | 1 |
| 38 | CCCCS(=O)(=O)Nc1ccc(C)cn1 | -6 | 17 | 98 | 117 | -0.7 | -19 | 7 | 15 | 104 | 2 | 2 |

Remaining list, next part:
41. Cc1ccccc1Cn1cnc2ccccc21
42. CCN(CC)C(=O)Cc1cc(C(=O)O)c2ccccc2n1
43. O=C(NO)c1ccc(OC(F)F)cc1
44. COC(=O)c1cc2c(ccn2-c2ccc(F)cc2)n1Cc1ccc(OC)cc1
45. Cc1ccsc1C1C(C#N)=C(N)OC2=C1C(=O)CC(C)(C)C2 (configuration not stated)
46. CCOc1cc(NC(=S)NCCc2ccccc2)c(OCC)cc1NC(C)=O
47. COc1ccccc1CC(=O)NNS(=O)(=O)c1ccc([N+](=O)[O-])cc1
48. C=CCNCCCCOc1cccc(Br)c1
49. C/C(Cn1cnc([N+](=O)[O-])n1)=N\NC(=O)c1cccnc1

compound no.	41	42	43	44	45	46	47	48	49
Bcl-XL Bim block	2	-3	0	-3	0	-3	-1	0	-8
ABCG2 block	2	1	1	2	0	4	2	1	2
RGS8-Gao reg	102	98	100	102	111	105	103	101	101
RGS7-Gao reg	102	97	104	101	103	116	107	101	102
ABCB1 inh	1.1	0.9	0.3	·	0.7	0.3	1.0	0.4	0.1
Bim-Bcl-B	-2	0	-8	-5	-3	-3	-5	-1	-10
GSH fluor	8	21	34	9	10	10	10	10	13
Bfl-1 Bim block	-5	-1	-12	-3	-9	-4	-5	-3	-15
RGS4-Gao reg	103	99	103	98	102	104	101	101	105
Bcl-2 Bim block	-2	-6	-9	-1	-2	0	-2	-6	-5
Bcl-W Bim block	-2	-2	0	0	2	-3	0	0	-6
